Source: PubChem (The Scripps Research Institute Molecular Screening Center)
TTR transcr act: TTR transcription activation, primary screen; activation, % at 16.7 µM; 92,000 compounds, 1.3% hits; SH-SY5Y TTR promoter Gaussia luciferase, luminescence; 100% = recombinant luciferase protein wells;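 active means activation above the mean of all tested compounds plus 3 SD, cut at about 9.5% in these data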;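 further: cells exposed to compounds for one day before reading; 0% = median of all test compound wells on the plate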
Numbers without * were called inactive.

How did Cc1c(C=Nc2ccc(S(=O)(=O)N(C)C)cc2)c(O)[nH]c(=O)c1C#N do in these assays?
TTR transcr act: 3.0

Results for CC(C)CNC(=O)OCc1cn(Cc2cccc(Cl)c2)nn1 ?
TTR transcr act: 0.6

What do the screens show for `Cc1ccccc1SCCNC(=O)c1ccccc1Br`?
TTR transcr act: 1.0

Results for COc1cccc(CN2CCN(C(=O)c3cccc4ccccc34)CC2)c1 ?
TTR transcr act: -1.7

What do the screens show for `COc1cc(NC(=O)C2CCCN(c3ncnc4c3nc3n4CCCCC3)C2)cc(OC)c1OC` (stereo not drawn)?
TTR transcr act: 7.0

What do the screens show for `Cn1ncc(C#N)c1NC(=O)C1CC(c2ccccc2Cl)=NO1` (stereo not drawn)?
TTR transcr act: 0.7

What do the screens show for `CCCC(=O)Nc1nnc(SCC)s1`?
TTR transcr act: -0.2

What do the screens show for `CCCCCNC(=O)C(c1cccc2ccccc12)n1c(=O)c(-c2cc3ccccc3[nH]2)nc2ccccc21` (stereo not drawn)?
TTR transcr act: -0.5

Results for C=CCNC(=O)c1onc(CSc2ccccc2)c1C(=O)NCC=C ?
TTR transcr act: -2.5

How did CC(C)[C@@H](C)/C=C/[C@@H](C)[C@H]1CC[C@@H]2[C@]1(C)CCC1[C@]23C=C[C@]2(C[C@@H](O)CC[C@]12C)N(c1ccc(F)cn1)O3 (stereo partly drawn) do in these assays?
TTR transcr act: 0.7

Results for Nc1ccc(Br)cc1Br ?
TTR transcr act: -0.5

How did COc1cc(C#Cc2c(-c3cncn3C)n(C)c3ccc(Br)cc23)cc(OC)c1 do in these assays?
TTR transcr act: -4.0

Results for Cc1ccc(Cl)c(OCC(=O)NCc2ccco2)c1 ?
TTR transcr act: 0.0

What do the screens show for `COCCNC(=O)c1cnn2c(C(F)F)cc(-c3ccc(C)cc3)nc12`?
TTR transcr act: -0.1

How did O=C(OCC(=O)N1CCN(C(=O)c2ccco2)CC1)c1cc(=O)c2ccccc2o1 do in these assays?
TTR transcr act: 0.7

What do the screens show for `NCCCCCNC(=O)c1nc[nH]c1C(=O)NCC(=O)OCc1ccccc1`?
TTR transcr act: 3.8

What do the screens show for `CN(N=Cc1ccccc1)C(=S)Nc1ccccc1`?
TTR transcr act: -0.7

How did O=C(C[n+]1ccc2ccccc2c1)c1ccccc1 do in these assays?
TTR transcr act: 0.1

Results for C#CC[N+](C)(C)CCCCCCCCCC ?
TTR transcr act: 0.3

Results for CCCCc1nnc(NC(=O)C(C)Sc2nc(C)cc(=O)[nH]2)s1 (stereo not drawn) ?
TTR transcr act: 0.7

Results for Cc1ccc(Sc2c(C)nn(C(=O)C3CC3)c2C)cc1 ?
TTR transcr act: 2.6

What do the screens show for `O=C(NCCCN1CCC(Cc2ccccc2)CC1)C1CC(=O)N(C2CCCCCC2)C1` (stereo not drawn)?
TTR transcr act: -0.2

Results for Cn1c(N)nc2ccccc2c1=O ?
TTR transcr act: 1.9

Results for Cn1c(CC(=O)Nc2ccc(Cl)c(Cl)c2)nnc1SCC(=O)Nc1nccs1 ?
TTR transcr act: -1.0

Results for COc1cc(C)ccc1OCCCCOc1ccccc1C(C)=O ?
TTR transcr act: -0.6

How did COc1ccc(/C=C/C(=O)c2cc3cccc(OC)c3oc2=O)cc1 do in these assays?
TTR transcr act: -0.1

Results for Cc1ccc(C(C(=O)NC2CCCCC2)N2CCCC2)cc1 (stereo not drawn) ?
TTR transcr act: 2.5

Results for Nc1[nH]n(-c2ccccc2)c(=O)c1N=Nc1ccccc1 ?
TTR transcr act: -0.8

How did Cc1ccc(-c2cc(Cc3ccc(F)cc3)c(=O)[nH]n2)cc1 do in these assays?
TTR transcr act: -0.8

How did COc1ccc(-c2noc(CCC(=O)NCCCN3CCN(c4ccccc4F)CC3)n2)cc1 do in these assays?
TTR transcr act: -2.6

How did Cn1c(=O)[nH]c(=O)c2c1nc1n2CCCN1Cc1ccccc1 do in these assays?
TTR transcr act: -1.1

Results for NS(=O)(=O)c1ccc(CCNC(=O)Cc2ccc(S(=O)(=O)N3CCOCC3)s2)cc1 ?
TTR transcr act: 2.2

Results for COc1ccccc1C(=O)COC(=O)CNS(=O)(=O)c1ccc(NC(C)=O)cc1 ?
TTR transcr act: -0.9

Results for O=C(C1CN(C(=O)c2cc3ccccc3o2)c2ccccc2O1)N1CCCCC1 (stereo not drawn) ?
TTR transcr act: 2.5

How did O=C(O)/C=C/C(=O)Nc1ccc2c(c1)C(=O)c1ccccc1C2=O do in these assays?
TTR transcr act: 7.2

How did Cc1cccc(-c2noc(-c3ccccc3C(=O)NCc3ccco3)n2)c1 do in these assays?
TTR transcr act: -2.2

What do the screens show for `Cc1nnc(SCC(=O)NC2CCCCC2)n1C1CCCCC1`?
TTR transcr act: 1.9

Results for Cc1ccc(CSc2nnc(-c3ccc4c(c3)OCO4)o2)cc1 ?
TTR transcr act: 0.5

Results for Cc1cccc(Nc2c3c(nc4ncnn24)CCC3)c1 ?
TTR transcr act: 1.1

What do the screens show for `CN(C)CCNc1nc(-c2ccccc2)c2c(c1C#N)CC(C)(C)OC2`?
TTR transcr act: 0.1

What do the screens show for `CCN1C(=O)[C@H]2[C@@H](c3ccc(OC)cc3)N[C@]3(CCCN(Cc4ccc(Br)cc4)C3=O)[C@H]2C1=O`?
TTR transcr act: -0.3

Results for CCc1ccccc1NC(=O)CSc1nc2cc(C(=O)NCC3CCCO3)ccc2c(=O)n1CC1CCCO1 (stereo not drawn) ?
TTR transcr act: 2.2

What do the screens show for `C#CCOCCOCCOCCNc1nc(N2CCN(C(=O)[C@H](CCCCN)n3cc(CN)nn3)CC2)nc(N2CCN(C(=O)[C@H](CCC(=O)O)n3cc(CN)nn3)CC2)n1`?
TTR transcr act: 1.3

What do the screens show for `Cc1ccc(-c2nn(C)c(=O)c3ccccc23)cc1S(=O)(=O)NCCO`?
TTR transcr act: -0.4

How did CN(C)c1cc(N/N=C/c2ccc(Cl)cc2)nc(N(C)C)n1 do in these assays?
TTR transcr act: -3.8

Results for O=C(NCC1CCCO1)C1CC(=O)N(c2ccc(F)c(Cl)c2)C1 (stereo not drawn) ?
TTR transcr act: 1.7

Results for COc1ccc(S(=O)(=O)N2CCOC2CNC(=O)C(=O)NCc2cccnc2)cc1OC (stereo not drawn) ?
TTR transcr act: 0.9

What do the screens show for `CC(=O)Nc1cccc(NC(=O)c2ccc(C(=O)Nc3cccc(NC(C)=O)c3)nc2)c1`?
TTR transcr act: 1.8

Results for O=C(Nc1ccccn1)c1cccs1 ?
TTR transcr act: -1.0

What do the screens show for `CCOC(=O)N1CCN(C(=O)c2cc(COc3ccc(F)cc3F)on2)CC1`?
TTR transcr act: 0.3

Results for Cc1nn2c(=O)c(NC(=O)c3ccc(F)cc3)cnc2s1 ?
TTR transcr act: -0.5

What do the screens show for `Cc1ccc(NC(=O)c2nc[nH]c2C(=O)Nc2ccccc2F)cc1`?
TTR transcr act: -1.3

Results for CCOC(=O)N1CCC(N2CCN(S(=O)(=O)c3ccc4ccccc4c3)CC2)CC1 ?
TTR transcr act: 1.6

Results for CCOC(=O)/C(C(N)=NCc1ccco1)=C(/O)c1ccccc1 ?
TTR transcr act: 0.2

What do the screens show for `COc1cccc(NC(=O)c2nn(-c3ccc(OC)cc3OC)c(=O)c3ccccc23)c1`?
TTR transcr act: -0.7

Results for Cc1cc(C(=O)NC2CCCN(Cc3ccc(Cl)cc3)C2)c(C)o1 (stereo not drawn) ?
TTR transcr act: 0.8

Results for O=C(O)c1ccc2ncc(NC(=O)c3ccc(F)cc3)c(=O)n2c1 ?
TTR transcr act: 1.5

How did C[C@H]1CN([C@@H](C)CO)C(=O)CCCn2cc(nn2)CO[C@@H]1CN(C)C(=O)Nc1cccc2ccccc12 do in these assays?
TTR transcr act: 1.3

Results for CCCCCNC(=O)c1ccccc1SC ?
TTR transcr act: -0.3

How did CCOc1ccccc1NC(=O)CSc1nc(=O)n(Cc2ccccn2)c2c1CCC2 do in these assays?
TTR transcr act: -1.6

Pulled by structure from above, 2 records:
What do the screens show for `Cc1ccc(-c2nn(C)c(=O)c3ccccc23)cc1S(=O)(=O)NCCO`?
TTR transcr act: -0.4

What do the screens show for `CN(N=Cc1ccccc1)C(=S)Nc1ccccc1`?
TTR transcr act: -0.7

Going on with the list:
What do the screens show for `CC(C(=O)NC1CC(C)(C)NC(C)(C)C1)c1ccc([N+](=O)[O-])cc1` (stereo not drawn)?
TTR transcr act: 2.2

How did COCCNC(=O)c1ccccc1NC(=O)c1cc(OC)cc(OC)c1 do in these assays?
TTR transcr act: 0.7

What do the screens show for `CCOC(=O)C1=C(c2ccccc2)NC(=O)NC1c1cc(OC)c(OC)c(OC)c1` (stereo not drawn)?
TTR transcr act: -1.0

What do the screens show for `COc1ccc(OC)c(NC(=O)Cn2c(=O)n(CC(=O)NCc3ccco3)c(=O)c3ccccc32)c1`?
TTR transcr act: 0.0

Results for Clc1ncc(Cn2cccn2)s1 ?
TTR transcr act: 0.2

Results for N#Cc1ccccc1S(=O)(=O)N1CCN(C(=O)CCNS(=O)(=O)c2ccc(Cl)cc2)CC1 ?
TTR transcr act: -0.5

What do the screens show for `Cc1ccc(C23OCCN2CCn2nc4ccccc4c23)cc1` (stereo not drawn)?
TTR transcr act: 5.7

Results for CCOc1cc(C(=O)NCC2CCCO2)cc(OCC)c1OCC (stereo not drawn) ?
TTR transcr act: 0.3

What do the screens show for `CNc1nc(N)c(C(=O)Nc2cc(C)on2)s1`?
TTR transcr act: 4.2

What do the screens show for `CCN(Cc1ccccc1)C(=O)COC(=O)c1cc(=O)[nH]c2ccccc12`?
TTR transcr act: -0.5

Results for O=C(O)C(=O)/C(=C\c1ccsc1)c1ccc2ccccc2n1 ?
TTR transcr act: -1.2

How did CC(C)(C)c1ccc(OCC(=O)N/N=C/c2ccsc2)cc1 do in these assays?
TTR transcr act: 1.2

Results for CC(C)CC(OC(=O)c1ccco1)C(=O)NC1CCCC1 (stereo not drawn) ?
TTR transcr act: 2.1

Results for COc1ccc(OC)c(C=NNC(=O)NN=Cc2cc(OC)ccc2OC)c1 ?
TTR transcr act: 0.7

Results for Nc1ccccc1SC(CC(=O)c1ccccc1)c1cccc([N+](=O)[O-])c1 (stereo not drawn) ?
TTR transcr act: -0.2

How did O=C(NCc1nnc(SC/C=C/c2ccccc2)o1)c1ccco1 do in these assays?
TTR transcr act: 7.2

Results for Cc1onc(-c2ccccc2)c1C(=O)Nc1ccc2c(C)cc(=O)oc2c1 ?
TTR transcr act: -1.1

Results for CC12CCC(C(=O)Nc3cccnc3)(CC1=O)C2(C)C (stereo not drawn) ?
TTR transcr act: -2.6

What do the screens show for `COc1ccc(NC(=O)CCCc2c[nH]c3ccccc23)cc1OC`?
TTR transcr act: -0.1

Results for CC[n+]1c(-c2ccc(C)cc2)csc1Nc1c(C)n(C)n(-c2ccccc2)c1=O ?
TTR transcr act: 2.6

Results for CCCn1nnnc1NC(=O)c1ccc(C)cc1Cl ?
TTR transcr act: 0.0

What do the screens show for `COc1ccc([C@H]2C[C@H](n3cc(C4CC4)nn3)[C@@H](O)CN2C(=O)C2CCCCC2)cc1`?
TTR transcr act: 1.4

Results for Cc1ccc(-c2[nH]c3ccccc3c2C(C[N+](=O)[O-])c2ccco2)cc1 (stereo not drawn) ?
TTR transcr act: -5.2

What do the screens show for `CN(C)c1ccc([C@@H]2[C@@H]([N+](=O)[O-])[C@H]3C=Cc4ccccc4N3[C@H]2C(=O)c2ccc(Cl)cc2)cc1`?
TTR transcr act: -2.4

Results for COc1cc2c(cc1OC)C(C(=O)Nc1ccc3c(c1)OCCO3)C1c3ccccc3CCN1C2=O (stereo not drawn) ?
TTR transcr act: 2.1

What do the screens show for `O=C(Oc1ccc2c(c1)OCO2)c1ccncc1`?
TTR transcr act: -1.1

Results for Cc1csc2ncnc(N3CCN(S(=O)(=O)c4cccc(C(F)(F)F)c4)CC3)c12 ?
TTR transcr act: -2.6

What do the screens show for `CC1C(=O)C(C)C(c2cc(Br)ccc2O)NC1c1cc(Br)ccc1O` (stereo not drawn)?
TTR transcr act: 1.1

What do the screens show for `Cc1cccc(C(=O)N[C@H](C(=O)Nc2nccs2)C(C)C)c1`?
TTR transcr act: -0.4

How did COc1ccc(CCNC(=O)Cn2c(=O)cnc3ccccc32)cc1 do in these assays?
TTR transcr act: 0.7

Sorted by length of the SMILES (low to high): 11 of the compounds above
Results for CCCn1nnnc1NC(=O)c1ccc(C)cc1Cl ?
TTR transcr act: 0.0

Results for CC12CCC(C(=O)Nc3cccnc3)(CC1=O)C2(C)C (stereo not drawn) ?
TTR transcr act: -2.6

What do the screens show for `COc1ccc(NC(=O)CCCc2c[nH]c3ccccc23)cc1OC`?
TTR transcr act: -0.1

What do the screens show for `Cc1cccc(C(=O)N[C@H](C(=O)Nc2nccs2)C(C)C)c1`?
TTR transcr act: -0.4

What do the screens show for `CC1C(=O)C(C)C(c2cc(Br)ccc2O)NC1c1cc(Br)ccc1O` (stereo not drawn)?
TTR transcr act: 1.1

Results for Cc1onc(-c2ccccc2)c1C(=O)Nc1ccc2c(C)cc(=O)oc2c1 ?
TTR transcr act: -1.1

Results for Cc1ccc(-c2[nH]c3ccccc3c2C(C[N+](=O)[O-])c2ccco2)cc1 (stereo not drawn) ?
TTR transcr act: -5.2

Results for Cc1csc2ncnc(N3CCN(S(=O)(=O)c4cccc(C(F)(F)F)c4)CC3)c12 ?
TTR transcr act: -2.6

Results for COc1cc2c(cc1OC)C(C(=O)Nc1ccc3c(c1)OCCO3)C1c3ccccc3CCN1C2=O (stereo not drawn) ?
TTR transcr act: 2.1

What do the screens show for `COc1ccc([C@H]2C[C@H](n3cc(C4CC4)nn3)[C@@H](O)CN2C(=O)C2CCCCC2)cc1`?
TTR transcr act: 1.4

What do the screens show for `CN(C)c1ccc([C@@H]2[C@@H]([N+](=O)[O-])[C@H]3C=Cc4ccccc4N3[C@H]2C(=O)c2ccc(Cl)cc2)cc1`?
TTR transcr act: -2.4

Later entries:
What do the screens show for `COCCC(=O)N1CCC(Oc2ccc(C(=O)N3CCCCC3CCO)cc2)CC1` (stereo not drawn)?
TTR transcr act: -1.4

How did O=C(CNS(=O)(=O)c1cccs1)N1CCN(c2ccccn2)CC1 do in these assays?
TTR transcr act: -3.3

How did COc1ccccc1C(=O)Nc1ccnn1C1CCN(Cc2ncc[nH]2)CC1 do in these assays?
TTR transcr act: -0.2

How did CC(C)CCNC(=O)C1COC(O)(C(Cc2ccccc2)NC(=O)[C@@H](NC(=O)OCc2ccccc2)C(C)C)CN1 (stereo partly drawn) do in these assays?
TTR transcr act: -1.1

A portion of the library. The share of hits here may be higher or lower than overall.
